Source: PubChem BioAssay
AmpC no deterg: AmpC beta-lactamase inhibition without detergent | P00811 | AmpC nitrocefin hydrolysis, absorbance 480 nm, 0.0001% Triton | Potency, µM (doses to about 57.1 µM), for the others: at the highest dose activity change, negative = inhibition, actives largely listed as inhibitors | 0.52% of 330,000 active;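 also: potency is read from the fitted curve at half-maximal effect; plate controls were no compound for no effect and no enzyme for full effect; nearly all actives have a fitted effect of over 20% in size; some results filed as inactive show a strong effect at the top dose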
Target sequence (P00811 whole entry, looked up): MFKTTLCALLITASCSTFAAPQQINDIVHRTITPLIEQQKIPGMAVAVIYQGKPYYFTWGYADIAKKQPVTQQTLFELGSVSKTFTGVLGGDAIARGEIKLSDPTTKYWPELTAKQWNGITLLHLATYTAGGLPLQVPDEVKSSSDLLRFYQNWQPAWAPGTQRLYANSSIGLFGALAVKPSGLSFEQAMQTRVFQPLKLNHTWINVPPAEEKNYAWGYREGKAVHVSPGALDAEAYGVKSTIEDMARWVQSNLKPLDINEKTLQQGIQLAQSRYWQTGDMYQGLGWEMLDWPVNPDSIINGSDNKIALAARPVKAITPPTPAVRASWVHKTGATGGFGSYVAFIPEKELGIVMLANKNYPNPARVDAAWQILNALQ
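20 mM phosphate pH 7.0 + 0.01% (detergent screen) or 0.0001% Triton X-100; 5.3 nM AmpC reagent; cpd preinc 15 min RT; nitrocefin (800 uM stock) to start; A480 q20 s × 4 min; Activity was normalised to no-enzyme and no-compound control wells.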
HCMV inh: inhibitors of human cytomegalovirus. HFF cells, HCMV-luciferase reporter, 72 h; active compounds read low. activity change, negative = inhibition, % at 57.5 µM. 4.5% of 410,000 active. AID 1259415; in the data active = activity change below about -60%; inconclusive = no clear call, values can overlap the other calls; inactive = above about -39%; also: % is scaled to controls: 0 for no effect and ±100 for the full control effect
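Steps: HFFs plated, 16 h 37C; compounds added; HCMV-luciferase added to MOI 1 PFU/cell; 72 h 37C; OneGlo reagent, 5 min room temperature; luminescence read, normalized to controls.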
Cycloheximide cs: affects cycloheximide protein synthesis inhibition readout, counter-screen | cell reporter, cycloheximide protein synthesis inhibition counterscreen | max response, % | 12% of 300,000 active | AID 2314; in the data active = max response mostly above about 13%, no sharp cut-off; inactive = mostly below about 14%; also: read at 38.3 µM for the half of the compounds with a filed dose; 0% is about no effect
Giardia FBPA inh: inhibitors of Giardia lamblia fructose-1,6-bisphosphate aldolase; A8B2U2; purified Giardia FBPA; Potency, µM (doses to about 59.6 µM), for the others: at the top dose activity, negative = inhibition, most hits filed as inhibitors; 0.71% of 290,000 active; also: potency is read from the fitted curve at half-maximal effect; % is scaled to controls: 0 for no effect and ±100 for the full control effect; nearly all actives have a fitted effect of over 55% in size
Target sequence (A8B2U2 whole entry, looked up): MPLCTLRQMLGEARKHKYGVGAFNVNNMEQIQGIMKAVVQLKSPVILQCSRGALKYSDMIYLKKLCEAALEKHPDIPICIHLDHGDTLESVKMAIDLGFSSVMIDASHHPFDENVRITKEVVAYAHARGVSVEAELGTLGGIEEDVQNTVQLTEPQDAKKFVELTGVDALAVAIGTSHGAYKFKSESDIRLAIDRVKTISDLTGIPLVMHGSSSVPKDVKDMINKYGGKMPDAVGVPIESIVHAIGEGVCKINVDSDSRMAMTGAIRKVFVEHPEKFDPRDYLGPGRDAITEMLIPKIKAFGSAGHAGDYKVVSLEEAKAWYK
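Giardia FBPA (40 nM reagent) was preincubated 10 min at RT with compound (up to 57.5 uM final), then substrate plus GAPDH/TPI/NAD/arsenate coupling system with diaphorase/resazurin was added; resorufin fluorescence (525/598 nm) was read after 20 min.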
AmpC detergent: AmpC beta-lactamase inhibition with detergent present. Potency, µM (doses to about 114 µM), without a hit: at the highest dose activity change, negative = inhibition, most hits filed as inhibitors. AmpC hydrolysis of nitrocefin, absorbance 480 nm, 0.01% Triton. AID 485294. 0.041% of 370,000 active;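 also: potency is read from the fitted curve at half-maximal effect; 0% = no-compound wells and -100% = no-enzyme wells; nearly all actives have a fitted effect of over 25% in size; some results filed as inactive show a strong effect at the top dose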
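AmpC (5.3 nM in the dispensed reagent) in 20 mM phosphate pH 7.0 with 0.01% (detergent screen) or 0.0001% Triton X-100 was preincubated with compounds for 15 min at room temperature. Nitrocefin was then added from an 800 uM solution, and hydrolysis was followed at 480 nm.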
AMA1 RON2 block: disrupts binding of P. falciparum AMA1 to RON2; AlphaScreen AMA1-biotinylated RON2 peptide binding; Potency, µM (doses to about 58.2 µM), for the others: top-dose activity change, negative = inhibition, usual class: inhibitors; 0.2% of 360,000 active; AID 720542;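 also: potency is read from the fitted curve at half-maximal effect; 0% = vehicle wells and -100% = peptide control; nearly all actives have a fitted effect of over 45% in size; some results filed as inactive show a strong effect at the top dose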
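AMA1 (3D7) with his tag at 25 nM final met compounds first, then biotinylated RON2 peptide at 25 nM; detection used donor plus acceptor beads, 10 µg/mL apiece, read by AlphaScreen after 30 min at room temperature.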
Shiga inhibitor: blocks Shiga toxin action in Vero cells | Vero cells, Shiga toxin protein synthesis inhibition reporter | inhibition, % at 38.7 µM | 9.2% of 290,000 active | AID 2315; in the data active = inhibition mostly above about 28%, no sharp cut-off; inactive = mostly below about 43%; also: 0% is about no effect
* hit, by the source's call; ? = inconclusive; / = not tested or not shown; [ ] = another dose, or the depositor's remark. Unless noted, calls follow the shape of the dose curve; as a rule, active = well fitted curve in the direction sought with a large enough effect; inconclusive = small, poorly fitted or top-dose-only effect, or another doubt; inactive = no such curve, though single readings can be large; an effect the other way counts as inactive or inconclusive.

SMILES	AmpC detergent	AmpC no deterg	Shiga inhibitor	Giardia FBPA inh	AMA1 RON2 block	HCMV inh	Cycloheximide cs
O=C(/C=C/c1ccc([N+](=O)[O-])cc1)OCC(=O)N1CCCC1	/	-8%	/	/	55%[activator]	85	/
CC(C(=O)O)n1c2ccccc2c2cnn(C)c(=O)c21 (stereo not given)	-3%	-22%	-6	10%	10%	16	-2
CCOC(=O)C1CCN(C(c2cc(OC)c(OC)c(OC)c2)c2sc3nc(C)nn3c2O)CC1 (stereo not given)	?	38%	-14	1%	0%	-25	2
CC1(C)NC(=O)N(CCOCCOc2c(Cl)cc(Cl)cc2Cl)C1=O	?	54%	-9	0%	2%	-8	-5
Cc1ccc(N(CC(=O)NCC2CCCO2)C(=O)CNS(=O)(=O)c2ccc(Cl)cc2)cc1 (stereo not given)	1%	85%[activator]	-8	/	11%	43	-4
CCOc1ccc(CCNC(=O)CCc2nnc3ccc(N4CCCC4)nn23)cc1OCC	-5%	63%[activator]	-2	3%	2%	-6	1
NCCc1nnc(SCc2c(Cl)cccc2Cl)o1	-4%	-10%	-4	6%	17%	-25	-2
Cc1ccc(NS(=O)(=O)c2c(C)nc3sccn3c2=O)cc1C	-12%	-9%	-2	-9%	-4%	?	-2
C=CCn1c(O)c(C(C)=O)c(=O)[nH]c1=O (tested in a mixture with another compound)	-2%	-14%	-5	-10%	-22%	31	2
Cc1n(Cc2ccccc2)c2cc([N+](=O)[O-])ccc2[n+]1Cc1ccccc1	?	8%	-2	-15%	-6%	-20	-2
Cc1ccccc1-c1c(C)oc2cc(O)ccc2c1=O	-12%	-32%	-17	1%	-3%	-19	-3
CC1=NN(Cc2c[nH]c3ccccc23)C(C)(C)C1	5%	-21%	9	-2%	-27%	15	5
O=C(O)c1nc(N2CCOCC2)nc(N2CCOCC2)n1	-7%	-8%	1	0%	-3%	-10	-4
Cc1ccc(NC(=O)CC2S/C(=N/c3nccs3)N(C)C2=O)cc1C (stereo not given)	-1%	-23%	-9	0%	51%[activator]	-4	-3
Cc1ccc(OCC(=O)N2CCCC(CCC(=O)N(C)CCc3ccccn3)C2)cc1 (stereo not given)	1%	67%[activator]	11	4%	-4%	-4	-3
Cc1ccc(C)c(NC(=O)CNS(=O)(=O)c2ccccc2)c1	-4%	-8%	-7	5%	-2%	-11	-2
CN(CC(=O)Nc1cccc(F)c1)C(=O)c1cc([N+](=O)[O-])ccc1N1CCCCC1	0%	-23%	/	/	84%[activator]	-19	/
COc1ccc(Cc2nc3ccc(C(=O)N(C)Cc4cc(C)[nH]n4)cc3o2)cc1OC	-3%	52%	2	5%	4%	?	15
CC(Cc1nnc(N)s1)c1ccccc1 (stereo not given)	2%	-16%	-8	0%	8%	2	-1
CNC(=O)C12CC3CC(CC(Cl)(C3)C1)C2	-6%	-13%	-6	1%	6%	-15	-1

Part of the list above, field by field.
> Cc1ccc(NC(=O)CC2S/C(=N/c3nccs3)N(C)C2=O)cc1C (stereo not given)
  AmpC detergent = -1%
  AmpC no deterg = -23%
  Shiga inhibitor = -9
  Giardia FBPA inh = 0%
  AMA1 RON2 block = 51%[activator]
  HCMV inh = -4
  Cycloheximide cs = -3

> Cc1ccc(OCC(=O)N2CCCC(CCC(=O)N(C)CCc3ccccn3)C2)cc1 (stereo not given)
  AmpC detergent = 1%
  AmpC no deterg = 67%[activator]
  Shiga inhibitor = 11
  Giardia FBPA inh = 4%
  AMA1 RON2 block = -4%
  HCMV inh = -4
  Cycloheximide cs = -3

New compounds follow
SMILES	AmpC detergent	AmpC no deterg	Shiga inhibitor	Giardia FBPA inh	AMA1 RON2 block	HCMV inh	Cycloheximide cs
COc1cccc(/C=N/NC(=O)C(=O)NCc2ccco2)c1O	3%	-5%	-5	/	-26%	3	-1
COc1cc(OC)c(NC(=O)CCNS(=O)(=O)c2cc(Br)cnc2N)cc1Cl	-5%	-11%	3	-5%	-1%	-30	2
CC(Sc1cccc[n+]1[O-])C(=O)Nc1ccc([N+](=O)[O-])cc1Cl (stereo not given)	4%	-18%	-7	2%	17%	33	6
O=C(NCCOc1ccccc1)C(c1ccccc1)c1ccccc1	1%	-9%	20	-1%	7%	-13	-1
O=C1N=C(N2CCN(c3ccccc3)CC2)S/C1=C/c1cccs1	-3%	-31%	-3	-5%	-24%	2	1
O=C(CNS(=O)(=O)c1cccs1)N1CCCCC1	-4%	-7%	30	-6%	-6%	-18	8
CCOc1ccc(CN=C(N)N=C(N)N)cc1Cl	-13%	-6%	-19	0%	8%	6	-2
OCCOCCOc1cccc2[nH]ccc12	3%	-7%	-1	-1%	-3%	10	-4
Cn1c(=S)[nH]c(=O)c2ncc(=O)[nH]c21	9%	-2%	-2	-14%	-3%	-27	-1
O=C(CSc1ncccn1)NN=C1CCCCCC1	-9%	-11%	18	7%	13%[2.32 µM]	-25	-1
CC(Oc1cc(Cl)ccc1Cl)C(=O)N/N=C\c1ccnn1C (stereo not given)	-23%	-9%	11	2%	-4%	-15	-1
CCOC(=O)C1=C(c2ccccc2)NC(SC)=C(C#N)C1c1ccco1 (stereo not given)	-8%	-27%	1	-15%	-7%	36	-5
CC(C)N1CC(O)=C(c2ccccc2)C1=N	-13%	-12%	30	1%	4%	-34	1
O=C(Cn1nc(-c2ccc(Cl)cc2)ccc1=O)NCCCN1CCN(Cc2ccccc2)CC1	?	157%[activator]	-1	7%	-18%	?	-4
O=C(Nc1ccc2c(c1)OCO2)c1ccc(=O)[nH]n1	?	-11%	52*	0%	-1%	-23	18*
COc1ccc(CCNC(=O)C2CCN(C(=O)c3ccc(C(C)(C)C)cc3)CC2)cc1OC	-11%	168%[activator]	12	-9%	15%	22	12
O=C(CN(Cc1ccco1)C(=O)c1nsc(Cl)c1Cl)NC1CCCCC1	-1%	-11%	26	4%	-7%	-30	2
CCN(CC)C(=O)c1sc(NC(=O)Cc2ccccc2)c(C#N)c1C	7%	7%	3	3%	6%	14	3
COc1ccc(NC(=O)CCCn2c(=O)c3sccc3n(Cc3cccc(C)c3)c2=O)cc1	-10%	-13%	-9	3%	-12%	?	7
CC(C)COC(=O)C1C(=O)CC(C)(O)C(C(=O)OCC(C)C)C1c1cccnc1 (stereo not given)	-3%	31%	1	6%	-6%	11	-3
O=C(C(=O)N1CCc2ccccc2C1)c1cn(CC(=O)N2CCOCC2)c2ccccc12	1%	146%[activator]	13	6%	14%	-14	0
COc1ccccc1NC(=O)NC(=O)c1ccccc1	0%	-1%	59*	1%	2%	197	23*
CCc1nc(N)c(C#N)c(-c2cccc3ccccc23)c1C	?	-31%	16	3%	4%	8	-2
COCCCn1c(SCC(=O)N2CCOCC2)nnc1-c1ccco1	-14%	-18%	0	1%	0%	-17	-2
N#CCn1c(Cc2ccccc2)nc2ccccc2c1=O	-12%	-24%	11	3%	-4%	-1	-4
Cc1ccc(C(C(=O)NC(C)(C)C)N(Cc2cccnc2)C(=O)C(=O)NC2CCCCC2)o1 (stereo not given)	0%	47%	19	9%	?	-8	-1
CCOc1cccc(SCc2noc(C(=O)NC(C)C)c2C(=O)O)c1	-2%	-15%	3	21%	4%	-62*	-4
Cc1nn(CC(=O)NCc2ccccc2)c(C)c1[N+](=O)[O-]	-7%	-7%	10	0%	1%	25	-2
C=CCOc1cccc(C2C(C(=O)c3cc4ccccc4o3)=C(O)C(=O)N2c2cc(C)on2)c1 (stereo not given)	-7%	-47%	2	?	60%[activator]	?	-2
O=C(NCCCNCc1ccccc1)c1ccc(/C=N/O)nc1	-19%	-15%	-6	10%	50%[activator]	22	-3
COc1ccc(C2(c3ccc(OC)cc3)NC(=O)N(CC(=O)N3CCOCC3)C2=O)cc1	-3%	48%	/	/	-2%	-9	/
CCCN(CCC)Cc1c(C(=O)N/N=C/CCc2ccccc2)nnn1-c1nonc1N	-8%	44%	21	-7%	86%[activator]	-18	-2
COc1ccc(NS(=O)(=O)c2ccc(C)c(C(=O)NNC(=O)c3csc(N4CCOCC4)n3)c2)cc1	?	-47%	/	/	95%[activator]	19	/
Cc1ccc(C(C)C)c(OCC(=O)Nc2ccccc2N2CCN(C)CC2)c1	-12%	153%[activator]	-29	0%	-12%	-74*	-3
Cc1occc1C(=O)Nc1ccc2c(c1)OCCO2	-3%	-14%	100*	-24%	-9%	56	107*
CCOC(=O)c1cc(C(C)(C)C)oc1CN	2%	-5%	-3	-3%	7%	1	-3
C/C=C(\C)C(=O)NCCN1C2=NC[C@H](Cc3ccc(O)cc3)N2C[C@H]1Cc1ccc(O)cc1	5%	-13%	12	17%	-9%	20	0
CN1CCS/C1=C\C=C1/SC(=S)N(CC(=O)O)C1=O	-17%	-21%	-2	-3%	-17%	-34	-2
CCC(C)(NC(=O)c1ccccc1)C(=O)O (stereo not given)	?	-25%	-4	0%	-12%	20	-2
Cc1ccc(NC(=O)NC2CC(=O)N(c3ccc4c(c3)OCCO4)C2)cc1C (stereo not given)	?	-11%	/	/	-7%	-32	/
COc1ccc(OC)c(CN2CCN(C(=O)c3cc4ccccc4cc3O)CC2)c1	5%	112%[activator]	12	21%	?	9	-2
Oc1ccc(/C=N/n2c(COc3ccccc3)n[nH]c2=S)cc1O	-7%	-31%	26	?	38%[activator]	81	-4
CCOC(=O)N1CCN(C(=O)CNC(=O)c2ccccc2F)CC1	/	-15%	/	/	5%	30	/
CC(C)CCNc1nc(N)c([N+](=O)[O-])c(N2CCCCCC2)n1	-1%	-28%	-8	-5%	-17%	-94*	11
CCCCS(=O)(=O)N1CCCC(C(=O)Oc2ccc(Cl)cc2)C1 (stereo not given)	-16%	28%	2	0%	-12%	20	-1
CSc1nc(N)nc2c1ncn2CC(=O)NCC(c1ccccc1)c1ccccc1	/	-8%	/	/	9%	-19	/
COc1ccc(C2CC(=O)C=C(NNS(=O)(=O)c3ccc(C)cc3)C2)cc1 (stereo not given)	9%	-9%	-16	1%	2%	-28	3
COc1cccc(NC(=O)CN2CCN(c3ccc(F)cc3)CC2)c1	?	62%[activator]	0	2%	0%	8	-3
O=C(O)CCC(=O)N1N=C(c2c(-c3ccccc3)c3cc(Cl)ccc3[nH]c2=O)CC1c1ccccc1 (stereo not given)	-12%	56%	-9	2%	3%	?	-2
Cn1cccc1Cc1nnc(SCC(=O)Nc2nccs2)n1CCc1ccccc1	?	6%	-6	0%	5%	-4	-5

Going on with the list.
SMILES	AmpC detergent	AmpC no deterg	Shiga inhibitor	Giardia FBPA inh	AMA1 RON2 block	HCMV inh	Cycloheximide cs
COC(=O)CNC(=O)Cn1ccc2ccccc2c1=O	0%	-5%	-11	4%	3%	35	2
N/C(=N\NC(=O)c1ccc(F)cc1)c1cc2ccccc2oc1=O	-4%	-27%	27	-2%	113%[activator]	-14	10
O=C(COc1ccccc1)N/N=C/c1sc(=O)n(Cc2cccc(C(=O)O)c2)c1Cl	0%	-33%	-6	9%	0%	?	-2
Cn1cc2cc([N+](=O)[O-])ccc2n1	3%	-19%	13	2%	3%	-19	9
COc1cc(NC(=O)CSCC(=O)Nc2cccc(C(F)(F)F)c2)c(Cl)cc1Cl	0%	23%	9	-5%	-2%	16	-1
